# Source: PubChem BioAssay (Sanford-Burnham Center for Chemical Genomics)
# hIAP inh: human IAP inhibition; P09923; inhibition, % at 10 µM; hit rate 0.12% among 330,000; purified IAP, CDP-Star luminescence, 30 min;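 active = inhibition reaching a set limit with compound at 10 µM in the primary screen, cut at about 35% in these data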;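 note: plate controls were DMSO wells with enzyme for no effect and no-enzyme buffer wells for full effect; values of inactives mirror those of a sister screen read the other way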
# Target sequence (P09923 whole entry, looked up): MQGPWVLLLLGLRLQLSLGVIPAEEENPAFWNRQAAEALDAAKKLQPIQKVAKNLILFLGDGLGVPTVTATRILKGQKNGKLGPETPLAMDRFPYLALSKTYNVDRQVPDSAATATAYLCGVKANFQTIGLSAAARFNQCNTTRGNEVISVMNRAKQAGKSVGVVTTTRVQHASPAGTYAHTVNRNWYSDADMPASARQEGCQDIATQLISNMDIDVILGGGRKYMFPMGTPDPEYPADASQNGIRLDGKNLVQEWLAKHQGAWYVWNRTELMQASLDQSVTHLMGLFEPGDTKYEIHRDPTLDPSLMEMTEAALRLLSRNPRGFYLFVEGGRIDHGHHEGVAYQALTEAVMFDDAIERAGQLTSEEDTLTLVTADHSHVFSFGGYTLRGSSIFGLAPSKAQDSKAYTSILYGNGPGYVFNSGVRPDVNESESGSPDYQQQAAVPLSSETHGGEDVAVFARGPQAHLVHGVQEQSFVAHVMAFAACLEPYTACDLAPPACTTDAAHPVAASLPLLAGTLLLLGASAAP
# TIM10 inh: inhibits growth of TIM10 yeast strain | S. cerevisiae TIM10 strain growth, BacTiter-Glo luminescence, 24 h | inhibition, % at 10 µM | hit rate 1.4% among 330,000 | AID 463195;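 active = inhibition of 40% or more at the single tested concentration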;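 note: wild-type TIM10 isogenic control strain grown at permissive 25 °C; 0% = DMSO yeast wells and 100% = minimal medium wells without yeast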
# beta cell repl: inducers of beta-cell replication in MIN6 cells. proliferation, % at 10 µM. hit rate 0.29% among 330,000. MIN6 cells proliferation, ATPlite luminescence, 48 h; cells starved in 0.2% serum; 100% = growth in 10% serum;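 active = compounds whose signal lies at least 3.5 SD above the mean of all wells on their plate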;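 note: 0% = DMSO-treated cells in low-serum medium and 100% = 10% serum control; some compounds called inactive have numbers as strong as hits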
# mIAP act: increases mouse intestinal alkaline phosphatase activity | activation factor at 10 µM | muIAP, CDP-Star luminescence, 30 min; stronger effect = higher value; 1 = vehicle-only enzyme signal, 0 = enzyme-free wells | hit rate 0.24% among 330,000;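 active = activation factor of at least 2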; note: the source names both 10 and 20 µM as test concentration; values of inactives mirror those of a sister screen read the other way
#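 System: Mouse IAP enzyme | Also added: CDP-Star substrate | Dosing: Compounds dispensed in DMSO | Schedule: 30 min enzyme-substrate-compound incubation at room temperature | Technique: Chemiluminescence readout | Control set: DMSO-only wells and no-enzyme negative control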
# APOBEC3A inh: blocks human APOBEC3A ssDNA deamination; recombinant A3A, FAM/TAMRA ssDNA deamination fluorescence; inhibition, % at 20 µM; hit rate 0.41% among 330,000;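 active = at least 40% inhibition at 20 µM here, with at most 30% in a related deaminase screen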;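 note: plate controls were A3A with DMSO for no effect and wells lacking A3A enzyme for full effect; some results filed as inactive read as strong as hits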
# Target sequence (P31941 whole entry, looked up): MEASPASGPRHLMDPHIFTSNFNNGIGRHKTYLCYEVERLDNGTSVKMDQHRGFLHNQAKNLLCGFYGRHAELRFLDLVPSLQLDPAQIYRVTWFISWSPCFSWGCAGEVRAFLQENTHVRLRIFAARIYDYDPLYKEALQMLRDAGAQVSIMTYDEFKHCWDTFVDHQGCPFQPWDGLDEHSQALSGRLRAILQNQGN
# tim10-1 inh: inhibits growth of tim10-1 mutant yeast; hit rate 2.2% among 330,000; S. cerevisiae tim10-1 ts strain growth, BacTiter-Glo, 24 h; inhibition, % at 20 µM; AID 463190;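 active = inhibition of at least 40%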;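 note: mutant grown at 25 °C; 0% = DMSO wells with yeast and 100% = wells holding no yeast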
# mIAP inh: mouse IAP inhibition; purified mouse IAP, CDP-Star luminescence, 30 min; inhibition, % at 10 µM; hit rate 0.2% among 330,000; AID 2806;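 active = inhibition of at least 40% at 10 µM in the primary screen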;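 note: plate controls were DMSO with enzyme for no effect and no enzyme wells for full effect; values of inactives mirror those of a sister screen read the other way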
# NLRP3 yeast inh: inhibitors of NALP3 inflammasome in yeast; Yeast reconstituted NLRP3/ASC/caspase-1, beta-gal luminescence, 24 h; hit rate 0.39% among 330,000; inhibition, % at 10 µM;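 active = inhibition of 50% or more; inactive = inhibition below 50%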;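 note: plate controls were induced DMSO wells for no effect and uninduced yeast grown without galactose for full effect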
# A3G deaminase: inhibitors of human APOBEC3G DNA deaminase | Q9HC16 | recombinant A3G, ssDNA deamination FAM/TAMRA fluorescence | inhibition, % at 20 µM | hit rate 0.28% among 330,000 | AID 493012;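 active = inhibition of at least 40% at 20 µM, with no more than 30% in the related APOBEC3A deaminase screen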;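 note: plate controls were DMSO wells with A3G for no effect and wells lacking A3G enzyme for full effect; some compounds called inactive have numbers as strong as hits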
# Target sequence (Q9HC16 whole entry, looked up): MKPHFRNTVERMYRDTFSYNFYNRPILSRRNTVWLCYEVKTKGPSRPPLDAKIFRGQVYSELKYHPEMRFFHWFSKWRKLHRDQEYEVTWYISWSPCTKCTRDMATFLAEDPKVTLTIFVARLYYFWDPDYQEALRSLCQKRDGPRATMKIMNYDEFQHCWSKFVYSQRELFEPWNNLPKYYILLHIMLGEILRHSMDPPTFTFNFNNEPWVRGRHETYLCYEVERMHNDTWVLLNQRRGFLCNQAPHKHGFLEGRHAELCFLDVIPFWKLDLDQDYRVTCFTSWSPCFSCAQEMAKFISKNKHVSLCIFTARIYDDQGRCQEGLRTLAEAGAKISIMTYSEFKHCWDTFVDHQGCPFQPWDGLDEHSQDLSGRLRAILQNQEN
# * hit, by the source's call.
SMILES,hIAP inh,TIM10 inh,beta cell repl,mIAP act,APOBEC3A inh,tim10-1 inh,mIAP inh,NLRP3 yeast inh,A3G deaminase
CCCc1oc(C(=O)O)cc1CN1CCCC1,9,18,-1,1,0,13,-1,14,-6
Cc1ccc(C)c(C(=O)N2CCN(c3ncccn3)CC2)c1,-9,8,-2,1,-1,-5,-1,27,-7
CCN(CC(=O)Nc1ccc(Cl)c(S(=O)(=O)N(C)C)c1)Cc1nc2ccccc2c(=O)[nH]1,-50,0,-2,1,11,6,-2,2,-8
Cc1nc(NCCc2ccc(Cl)cc2)c2nnn(Cc3ccccc3)c2n1,-7,-10,-4,0.98,-7,6,2,-1,-7
O=C(OCc1cc(=O)n2ccsc2n1)c1ccc(O)cc1O,10,-8,1,0.97,7,0,3,3,1
CCOC(=O)N1CCN(C(=O)Cc2ccc(Cl)cc2)CC1,-13,-6,-1,1.2,7,13,-18,10,2
Cc1cc(=O)oc2cc(OCC(=O)c3ccc4c(c3)NC(=O)CO4)ccc12,8,0,2,0.91,11,-2,9,-3,28
COc1cccc(NC(=O)CN(C)C(=O)CN2C(=O)NC(C)(c3ccc(C)cc3)C2=O)c1 (stereo not given),-7,6,-3,1.1,1,12,-9,-5,-9
Cc1c(C(=O)Nc2ccccc2C(=O)N2CCOCC2)cccc1[N+](=O)[O-],-8,7,0,0.97,3,12,3,21,3
CCN(CCO)Cc1csc2ccc(C(C)(C)C)cc12,1,-11,-3,1,2,-9,-1,7,-3
FC(F)(F)Oc1ccc(NC(=S)NCCCN2CCOCC2)cc1,-4,0,2,1,-3,-11,0,6,-7
CCOC(=O)CCC(=O)Nc1cc(S(=O)(=O)N2CCOCC2)ccc1N1CCCCC1,-14,11,-5,0.99,0,6,1,18,0
CCOc1ccc(S(=O)(=O)N2CCC(C(=O)NCC3CCCO3)CC2)cc1C (stereo not given),-19,1,-1,0.93,-2,-1,7,15,-11
CCn1ccnc1CN(C)Cc1nc(-c2ccccc2)no1,0,-3,-2,0.89,2,6,11,-1,-2
CCCc1ccc(OC(=O)c2cccs2)cc1,3,-2,0,0.87,-1,14,13,2,-7
CCCCc1cc(=O)oc2cc(C)cc(OCC(=O)NCc3ccccn3)c12,3,-5,6,0.9,-4,36,10,13,-7
Cc1ccc(NC(=O)CSc2nc(=O)n(CCCN3CCOCC3)c3c2CCCC3)cc1,-3,19,-2,0.97,1,-9,3,17,-4
COc1ccc(C)cc1S(=O)(=O)N(C)CC(=O)NC1CCCC1,-10,14,2,0.94,-2,14,6,2,-7
Cc1ccccc1CSCC(=O)Nc1ccccc1Br,6,-17,-2,1,72*,5,-2,40,16
COc1ccc(C(=O)n2nc(C)c(Br)c2C)cc1OC,6,9,-2,0.94,-1,-1,6,7,-5

# Compound profiles, from the list above. Values in the order: hIAP inh | TIM10 inh | beta cell repl | mIAP act | APOBEC3A inh | tim10-1 inh | mIAP inh | NLRP3 yeast inh | A3G deaminase
# `Cc1ccc(C)c(C(=O)N2CCN(c3ncccn3)CC2)c1` is listed with -9 | 8 | -2 | 1 | -1 | -5 | -1 | 27 | -7
# `CCOC(=O)N1CCN(C(=O)Cc2ccc(Cl)cc2)CC1` is listed with -13 | -6 | -1 | 1.2 | 7 | 13 | -18 | 10 | 2
# `CCOC(=O)CCC(=O)Nc1cc(S(=O)(=O)N2CCOCC2)ccc1N1CCCCC1` is listed with -14 | 11 | -5 | 0.99 | 0 | 6 | 1 | 18 | 0
# `CCN(CC(=O)Nc1ccc(Cl)c(S(=O)(=O)N(C)C)c1)Cc1nc2ccccc2c(=O)[nH]1` is listed with -50 | 0 | -2 | 1 | 11 | 6 | -2 | 2 | -8

# Following part
SMILES,hIAP inh,TIM10 inh,beta cell repl,mIAP act,APOBEC3A inh,tim10-1 inh,mIAP inh,NLRP3 yeast inh,A3G deaminase
O=C(COC(=O)c1ccc(Br)o1)NCc1cccs1,11,-9,0,0.95,-3,39,5,3,-9
O=C(O)Cn1cc2c(n1)CCCCC2,-2,6,-3,0.94,0,-5,6,-3,2
C=CCOc1ccc2nc(NC(=O)OC)[nH]c2c1,-3,-17,-4,0.98,-2,11,2,6,-5
COc1ccc(NC(=O)Nc2nnc(CC(=O)Nc3ccccc3)s2)cc1,-9,-10,-2,0.99,9,-6,1,16,4
COc1cc(N)ccc1C(=O)O,13,4,0,1.1,-2,5,-5,1,-4
O=C(NCCN1CCC(Cc2ccccc2)CC1)C1CCN(S(=O)(=O)N2CCC3(CC2)OCCO3)CC1,8,0,-6,1.1,5,1,-10,17,10
O=S(Cc1ccc(Br)cc1)Cc1nnc(SCc2c(Cl)cccc2Cl)n1-c1ccccc1 (stereo not given),-2,41*,-6,1.2,-2,26,-21,12,-3
Fc1ccc(Nc2ncnc3ccccc23)cc1,-6,-7,-1,1.2,-4,-2,-15,20,3
Cc1ccc(N/C=C(\C#N)S(=O)(=O)c2ccccc2)cc1,12,-20,-1,0.99,3,-14,1,-3,-6
CCCCC(=O)NC(NC(=O)CCCC)c1ccc(OCC(C)C)c(OC)c1,-23,13,0,1.2,2,2,-24,13,-6
CCOC(=O)CNC(=O)CSc1nnc(-c2cccc(C)c2)n1-c1ccc(OC)cc1,-19,4,-1,1.1,-6,12,-6,15,-7
O=C(c1ccccc1)N1N=C(c2ccccc2)CC1c1ccc2nccnc2c1 (stereo not given),24,21,0,0.92,0,24,8,4,-5
C[C@@]12C(=O)N(c3ccc(F)cc3)C(=O)N1[C@@H]1c3ccccc3OC[C@@H]1[C@H]2c1ccccc1,-15,19,-7,1.1,4,26,-7,-22,-2
CN=C1SC(CC(=O)Nc2sc(C)c(C)c2C(=O)OC)C(=O)N1C (stereo not given),2,21,-1,1,-2,24,-3,33,-8
CC(=O)NC12CC3CC(C1)CC(C(=O)Nc1c(C)n(C)n(-c4ccccc4)c1=O)(C3)C2,4,-2,1,0.95,0,-8,5,7,0
CCOC(=O)N1CCN(C(=O)COc2cccc3c2CCN(Cc2cccc(C)c2)C3=O)CC1,-5,12,2,1.1,-6,12,-13,-4,-6
COC(=O)c1[nH]c2cc(OC)ccc2c1NC(=O)c1c(F)cccc1F,-24,17,0,0.99,-2,12,1,5,-5
CC(=O)Nc1ccc(NC(=O)C2CCCN2C(=O)Nc2cccc(F)c2)cc1 (stereo not given),-1,2,5,1,-2,12,-3,6,-10
Cc1ccc(OC(C)C(=O)Nc2ccc(S(=O)(=O)N3CCOCC3)cc2)cc1 (stereo not given),-25,11,4,1.1,8,13,-8,26,-2
O=C(O)C1CC=CCC1C(=O)Nc1ccccc1C(=O)N1CCN(c2ccc(Cl)cc2)CC1 (stereo not given),-8,7,0,0.93,-3,11,8,15,-2
Cc1ccccc1Oc1cc(NC(=O)Cn2cnc([N+](=O)[O-])c2)cc([N+](=O)[O-])c1,3,2,-4,0.98,-1,5,2,7,-6
Cc1cc(C)n(-c2ccc(C(=O)Nc3cccc(S(=O)(=O)N(C)C)c3)cc2)n1,5,6,-4,1,-1,12,-2,16,-7
COc1cc([C@H]2[C@@H]3CCCC[C@]3(O)CCN2CC(=O)Nc2ccc(C)cc2)ccc1O,6,-11,0,1,-3,18,-1,-3,-6
CCOc1ccc(C(=O)N2CCN(CCc3ccccc3)CC2)cc1OCC,-1,5,-1,0.97,-1,6,3,22,-1
Cc1cc(C)cc(NC(=O)CN2CCCN(S(=O)(=O)c3ccc(Br)s3)CC2)c1,1,29,-4,0.95,-6,44*,5,10,-6
CN(Cc1ccc(F)cc1)C(=O)c1cccc(OC2CCN(C3CCCC3)CC2)c1,5,-5,-3,0.97,5,19,2,18,-9
CCN(CC)C(=O)c1[nH]cnc1C(=O)N[C@@H](Cc1ccccc1)C(=O)OC(C)(C)C,-27,10,1,0.96,10,16,4,18,-12
CCOc1ccc(C(C)=O)cc1COC(=O)c1ccccc1C(=O)N(C)Cc1ccccc1,-5,9,2,0.98,-4,21,2,3,-11
C=CCn1c(C)cc(C(=O)COC(=O)[C@@H](NC(=O)c2ccccc2Cl)C(C)C)c1C,0,13,-6,1,-1,8,-1,-1,-1
COc1ccc(S(=O)(=O)n2ccnc2)c2cccnc12,-6,-7,0,1,-1,6,-2,0,-3
O=C(Nc1ccc(N2CCOCC2)c(F)c1)c1cccs1,15,15,-4,0.99,-2,-26,1,17,-6
COc1ccc(C2c3c(c(C)c(C)oc3=O)Oc3c(C)c(C)oc(=O)c32)cc1,13,8,-1,1,-1,-1,0,19,-5
Cc1ccc(NC(=O)CSc2n[nH]c(-c3ccccn3)n2)cc1,-17,3,-2,0.93,-2,18,7,32,-10
COc1cc(CNS(=O)(=O)CCl)cc(OC)c1OC,3,-15,-2,1,2,-14,-5,6,-5
COc1ccccc1N(C)S(=O)(=O)c1ccc(C(=O)NCCc2ccc(F)cc2)cc1,31,46*,-3,0.96,-4,29,4,5,-11
COc1cc(C(=O)NCc2cccc3ccccc23)cc(Cl)c1OC,9,20,-1,1.2,0,24,-18,23,-5
COc1cc(C(=O)N2CCCN(c3nc4cc(C)ccc4cc3C#N)CC2)cc(OC)c1OC,4,29,-3,1,0,35,-1,-8,-2
Nc1nc2ncc(C(=O)c3cc(F)ccc3O)cc2s1,16,11,2,0.99,-1,13,1,-5,-7
CCCn1c(C(CO)Nc2nc(C)cs2)nc2ccccc21 (stereo not given),2,6,0,1,-1,9,-5,2,-1
CC(C)OC(=O)CSc1nnc(COc2ccc([N+](=O)[O-])cc2)n1C,3,-21,-2,0.99,-1,3,1,-19,0
O=C1c2cccnc2C(Nc2ccc(F)c(Cl)c2)N1Cc1cccs1 (stereo not given),-24,16,0,0.99,0,19,1,10,-4
COc1ccc(C(=O)NCC(=O)OCc2ccc(F)cc2)cc1,-1,1,4,0.97,-3,4,3,14,-8
O=C(O)Cn1c(=O)n(Cc2ccccc2)c2ccccc21,-16,-4,-1,1,-7,-11,-2,2,-7
CC(C)(C)C1CCC(OCC(O)CN2CCN(c3ccccn3)CC2)CC1 (stereo not given),-7,-111,-5,1.1,-4,-38,-6,36,-8
COc1ccc(N(C(=O)c2cnccn2)C(C(=O)NC2CCCCC2)c2ccc(Cl)cc2)cc1 (stereo not given),12,11,2,0.94,1,7,6,12,1
OC(CC#CCN1CCOCC1)(c1ccccc1)c1ccccc1,2,-7,1,1,-6,-3,-1,28,-5
CCc1ccc(C(=O)/C=C/NCc2ccc(F)cc2)cc1,23,16,-1,0.87,0,12,13,-8,0
c1ccc2[nH]c(SCC3CCCCO3)nc2c1 (stereo not given),3,-2,0,1.1,-5,18,-15,-1,-11
COc1ccc(/C=N/n2cc(-c3ccccc3)nc2N)cc1,3,0,-4,0.99,2,-8,0,12,-2
Cc1cc2sc(C(=O)O)c(C)c2s1,-16,5,-2,0.99,-3,2,1,11,-6
CC1Cc2nc(SCC(=O)NCc3ccco3)n(-c3ccccc3)c(=O)c2S1 (stereo not given),7,2,-1,0.95,-4,16,5,14,-3
Cc1nc2ccccc2cc1C(=O)NCc1ccccc1,-8,10,-1,1.1,4,0,-7,5,1
C[C@@H]1COC(=O)[C@H](Cc2ccc(F)cc2)C/C=C\C[C@@H](CC(=O)NCCO)C(=O)N1,18,-1,0,0.99,-2,-17,0,14,-7
CC(NC(=O)N(Cc1ccccc1)Cc1ccc2c(c1)OCO2)(C(F)(F)F)C(F)(F)F,-6,10,-2,0.96,-2,18,4,19,-3
CC(NC(=O)NC(=O)c1ccc(F)cc1)C1CC1 (stereo not given),-3,-5,7,0.98,-4,-23,2,18,-6
C/C(=N\NC(=O)c1nnn(-c2nonc2N)c1CSc1ccccc1)c1ccc2c(c1)OCO2,-8,-5,-2,0.99,1,-24,1,13,-6
C(#CCN1CCOCC1)COC(c1ccccc1)c1ccccc1,-6,12,-1,0.98,-21,18,2,-5,-3
